Screening data from PubChem BioAssay.
TAG inh: reduces triacylglycerol accumulation in H9c2 cells; Nile Red lipid (TAG) fluorescence; cells loaded with 200 µM oleic acid; inhibition, % at 12.5 µM; hit rate 0.66% among 230,000; AID 651582;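 active means pattern-corrected inhibition of lipid staining of at least 50% with the nuclear-stain viability signal not falling by more than 50%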;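 further: 0% = DMSO wells and 100% = triacsin C control wells; some results filed as inactive read as strong as hits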
TAG inh DAPI viability: recorded beside TAG inh, whose call it bears; DAPI nuclei signal change (viability), lower = more cytotoxic, %;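 whole-well DAPI fluorescence read on a plate reader as a viability signal; minus 50 percent equals half of cells still viable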
Starred values were filed as active, the others as inactive.

SMILES	TAG inh	TAG inh DAPI viability
COc1ccc(-c2cc(-c3ccc(O)cc3)nc(N)c2C#N)cc1OC	17	14
C=CCNC(=S)/C(=C(\[O-])c1ccc(Cl)cc1)[n+]1ccccc1	-3	-2
CCCCCCCNC(=O)C1(CC2CC(c3ccc(Cl)cc3)=NO2)CCNCC1 (configuration not stated)	144	-96
CC[C@]12C(=O)N(C)C[C@H]([C@@H]3C(=O)N(C)C(=O)[C@@H]31)N2C(=O)c1ccc(Cl)cc1	-13	0
Brc1cnc(OCc2ccccc2)nc1OCc1ccccc1	-32	6
COCc1cc(C)nc(SCC(=O)Nc2cc(C(F)(F)F)ccc2N2CCOCC2)c1C#N	23	104
C[C@H]1CN([C@@H](C)CO)C(=O)CCCn2nncc2CO[C@H]1CN(C)C(=O)c1ccc(N2CCN(C)CC2)cc1	6	1
Fc1cccc(Cc2noc(CN3CCOCC3)n2)c1	-8	12
Cc1ccc(CNC(=O)CCCCn2c(=O)[nH]c3ccsc3c2=O)cc1	-12	6
Cc1nc2ncnn2c(C)c1CCC(=O)N1CCc2ccccc21	-1	-1
COC(=O)CSCc1nc2ccccc2[nH]c1=O	7	7
NC(=O)c1c(NC(=O)c2cccnc2)sc2c1CCCCC2	-1	5
O=C(O)c1cccc(S(=O)(=O)Nc2ccc(Cc3ccncc3)cc2)c1	-5	1
COc1ccc(C(=O)c2sc3nc(-c4ccc(OC)cc4)ccc3c2N)cc1	-5	195
c1ccc(CCc2nc(-c3cccnc3)no2)cc1	-10	-14
CCOC(=O)N1CCN(C(=O)CSCC(=O)N=c2sc3ccccc3n2C)CC1	-9	4
CCCC1CC(C#N)N(N(C)C)C1=C(C#N)C#N (configuration not stated)	-7	1
CCCCOC(=O)C1C2C=C[C@]3(CN(C(C)c4ccc(OC)cc4)C(=O)[C@H]13)O2 (some centres not stated)	13	-11
COc1cc(/C=N/NC(=O)c2ccccc2O)ccc1OCC(=O)Nc1ccccc1	-8	-5
Cc1c(NC(=O)C(C)Sc2nccn2C)c(=O)n(-c2ccccc2)n1C (configuration not stated)	8	4
O=C(CNC(=O)c1ccc(Cl)cc1Cl)NCC(=O)Nc1ccccc1N1CCOCC1	-17	-26
C=C(c1ccc(OCCO)cc1)c1ccc(OCCO)cc1	3	3
Cc1cccc(NC(=O)N(Cc2nc3ccccc3c(=O)[nH]2)C2CCCC2)c1	6	-10
COC(=O)C1(CO)NC(c2ccc(C)cc2)C2C(=O)N(c3ccccc3)C(=O)C21 (configuration not stated)	-1	-2
CCN1CCN(c2ccc(S(=O)(=O)N3CCOCC3)cc2NC(=O)c2cc(Cl)nc3ccccc23)CC1	0	7

Ordered by number of heavy atoms (lowest first): some entries from above.
SMILES	TAG inh	TAG inh DAPI viability
Cc1ccc(CNC(=O)CCCCn2c(=O)[nH]c3ccsc3c2=O)cc1	-12	6
CCCCOC(=O)C1C2C=C[C@]3(CN(C(C)c4ccc(OC)cc4)C(=O)[C@H]13)O2 (some centres not stated)	13	-11
O=C(CNC(=O)c1ccc(Cl)cc1Cl)NCC(=O)Nc1ccccc1N1CCOCC1	-17	-26

Additional records:
SMILES	TAG inh	TAG inh DAPI viability
CCCC(C)c1nnc(NC(=O)CN2C(=O)c3ccccc3C2=O)s1 (configuration not stated)	10	4
CCC(C)N(C(=O)CSc1nc(C)c(C)c(C)c1C#N)C1CCS(=O)(=O)C1 (configuration not stated)	6	0
CC(=O)OCC(=O)C1(O)CCC2C3CC(C)C4=CC(=O)C=CC4(C)C3=CCC21C (configuration not stated)	13	8
Cc1ccc(S(=O)(=O)N2CCN(C(=O)COC(=O)c3ccccc3Cl)CC2)c(C)c1	-8	-10
COc1cc(C(=O)N2c3ccccc3CCC2C)cc(OC)c1OC (configuration not stated)	-7	0
O=C1COCC(=O)N1CCc1c[nH]c2ccccc12	10	-5
CCN(CC)CCNC(=O)c1ccccc1C(=O)c1ncc[nH]1	16	-6
C[C@@H]1CCC(=O)N(C[C@@H](C)CSc2ccc(Br)cc2)CC1	-21	7
COc1ccc(NC(=O)N(C)C[C@@H]2OCc3cnnn3CCCC(=O)N([C@H](C)CO)C[C@@H]2C)c(OC)c1	0	-3
N#CCCn1cc(C(=O)Nc2ccc(C(=O)O)cc2)c(-c2cc3ccccc3o2)n1	-4	7
CN(C)C(=O)CCc1ccc2c3c([nH]c2c1)[C@]1(CCC2CCCC2)[C@@H](C(=O)N2CCOCC2)C[C@H](CC(=O)NCCC2=CCCCC2)C(=O)N1CC3	-6	3
Cc1cccc(-n2nc(C)c3c2NC2=C(C(=O)CCC2)C3c2ccccn2)c1 (configuration not stated)	-25	-8
CC1(C(=O)NS(=O)(=O)c2cccc(Cl)c2)CCN1C(=O)c1ccccc1CCc1ccccc1 (configuration not stated)	5	1
CN1C(C(=O)NCc2cccc(C(F)(F)F)c2)CC2Cn3c(nc4cc(Cl)c(Cl)cc43)C21 (configuration not stated)	1	-5
CCOc1ccc(S(=O)(=O)NCCC(=O)NCc2cccnc2)cc1	3	-3
CCCS(=O)(=O)NC(=O)C1(C)CCN(C(=O)c2cc(C)oc2C)C1 (configuration not stated)	-9	6
CCCCOc1ccc(CNC(=S)N/N=C/c2ccc(OC)c(OC)c2)cc1	19	0
Cc1noc(C)c1COC(=O)c1ccc2c(c1)OCCO2	-10	5
CCCN(CCC)C(=O)CSc1nc2n[nH]c(C)c2c(=N)n1-c1ccc(OC)cc1	24	-3
O=C(O)C1(C(=O)O)CCC2(CCCCC2)CC1	-1	6
COc1ccc(-c2[nH]ncc2/C=C(/C#N)C(=O)NC2CCCCC2)cc1	20	-12
CCC(C)[C@H]1CNC(=S)N1CCc1cc(C(F)(F)F)cc(C(F)(F)F)c1 (some centres not stated)	-12	-19
Cc1csc(NC(=O)CSc2nnc(-c3ccco3)n2C)n1	-13	-9
O=C(Nc1ccc2c(c1)OCCO2)c1c(Cl)cccc1Cl	-9	1
COc1cc(CC(=O)OCC(=O)NCc2cccs2)cc(OC)c1OC	3	0

Reprinted from the part before: five compounds, followed by the next part.
SMILES	TAG inh	TAG inh DAPI viability
COc1ccc(-c2[nH]ncc2/C=C(/C#N)C(=O)NC2CCCCC2)cc1	20	-12
CCC(C)[C@H]1CNC(=S)N1CCc1cc(C(F)(F)F)cc(C(F)(F)F)c1 (some centres not stated)	-12	-19
Cc1csc(NC(=O)CSc2nnc(-c3ccco3)n2C)n1	-13	-9
O=C(Nc1ccc2c(c1)OCCO2)c1c(Cl)cccc1Cl	-9	1
COc1cc(CC(=O)OCC(=O)NCc2cccs2)cc(OC)c1OC	3	0
O=C(Nc1ccc(Br)cc1)C1CCC(=O)N1Cc1ccccc1Cl (configuration not stated)	8	0
O=c1c2cn[nH]c2[nH]c(=S)n1-c1ccccc1	-22	-3
COc1cc(N(CCCn2cnc3c(SC)ncnc32)CCCn2cnc3c(SC)ncnc32)cc(OC)c1OC	-1	0
COc1ccc(-c2nc(SC)n(C(=O)c3ccco3)n2)cc1	-10	2
O=C(c1cccc(Cl)c1)C1CCCN(Cc2ccc(N3CCNC3=O)cc2)C1 (configuration not stated)	5	13
Cc1c(Cl)cccc1NC(=O)C1C2C=CC(C2)C1C(=O)O (configuration not stated)	9	-11
O=C(O)COC(=O)C1C(c2ccccc2)C(C(=O)O)C1c1ccccc1 (configuration not stated)	5	-9
Cc1ccnc(NC(=O)CCC2CCCCC2)c1	-5	-7
CN(Cc1ccco1)C(=O)C(Cc1ccccc1)NS(=O)(=O)c1ccc2c(c1)CCC(=O)N2 (configuration not stated)	-7	-2
COc1cc2c(cc1NC(=S)Nc1cccc(C(F)(F)F)c1)oc1ccccc12	3	-5
Cc1cccc(C)c1NC(=O)CNC(=O)C1COc2ccccc2O1 (configuration not stated)	11	-3
COc1ccccc1-c1cc(C(F)(F)F)nc(N2CCN(c3ccc(F)cc3)CC2)n1	29	-4
CCc1noc(C)c1C(=O)Nc1nc2ccc(F)cc2s1	-2	11
CCN(CC)C(=O)c1cccc(NC(=O)c2cc(-c3ccccn3)nc3ccccc23)c1	26	-13
COc1ccc(N2C(=O)[C@@H]3Cc4ccccc4CN3C2=O)cc1	3	8
CCOC(=O)c1cc(-c2ccccc2)nn1Cc1cc(C)no1	15	0
Cn1c(=O)c2c(nc(N3CCOCC3)n2CCc2ccccc2)n(C)c1=O	-4	8
Cc1ccc(NC(=O)Nn2cnnc2)cc1	15	-8
Oc1ccc(-c2nccc(-c3ccc(Cl)cc3Cl)n2)cc1	14	7
O=C(NC(N1CCCCCC1)C(Cl)(Cl)Cl)c1ccccc1Cl (configuration not stated)	11	2
O=C(CC1SC(N2CCCCC2)=NC1=O)Nc1cccc(C(=O)N2CCCC(C(F)(F)F)C2)c1 (configuration not stated)	-1	2
CCc1noc(C)c1C(=O)N(C)CC(=O)Nc1ccccc1C(F)(F)F	-9	1
Cc1cc(C)cc(NC(=S)NCCSc2ccc(Cl)cc2)c1	-36	8
O=S(=O)(c1cccc(-c2csc(N/N=C/c3ccco3)n2)c1)N1CCOCC1	3	-6
COc1ccc2c(c1)[C@H]1[C@H](CO2)[C@H](c2ccccc2)[C@]2(C)C(=O)Nc3cc(F)ccc3C(=O)N12	-6	2

Single values from the list:
Value for CCN(CC)C(=O)c1cccc(NC(=O)c2cc(-c3ccccn3)nc3ccccc23)c1 in TAG inh DAPI viability: -13
Value for O=C(CC1SC(N2CCCCC2)=NC1=O)Nc1cccc(C(=O)N2CCCC(C(F)(F)F)C2)c1 (configuration not stated) in TAG inh DAPI viability: 2

Among those listed so far, 5 contain a COOH group:
SMILES	TAG inh	TAG inh DAPI viability
O=C(O)c1cccc(S(=O)(=O)Nc2ccc(Cc3ccncc3)cc2)c1	-5	1
N#CCCn1cc(C(=O)Nc2ccc(C(=O)O)cc2)c(-c2cc3ccccc3o2)n1	-4	7
O=C(O)C1(C(=O)O)CCC2(CCCCC2)CC1	-1	6
Cc1c(Cl)cccc1NC(=O)C1C2C=CC(C2)C1C(=O)O (configuration not stated)	9	-11
O=C(O)COC(=O)C1C(c2ccccc2)C(C(=O)O)C1c1ccccc1 (configuration not stated)	5	-9

Continued:
SMILES	TAG inh	TAG inh DAPI viability
CN(CCCC(=O)N1CCN(c2ncccn2)CC1)S(=O)(=O)c1ccc(F)cc1	-6	0
COc1cccc(NC(=O)CCCOc2cc(=O)n(C)c3ccccc23)c1	20	2
CCOc1ccc(N2CC(C(=O)Nc3cccc(C(=O)NC4CC4)c3)CC2=O)cc1 (configuration not stated)	-10	4
CN(CC(=O)N1CC=C(c2ccccc2)CC1)S(=O)(=O)c1cnc[nH]1	5	0
O=C(Nc1nc(-c2ccccc2)cs1)C1CCCN(S(=O)(=O)c2cccc([N+](=O)[O-])c2)C1 (configuration not stated)	62*	-5.1*
O=C(COC(=O)CCc1c[nH]c2ccccc12)Nc1cccc(Cl)c1	-10	9
COc1cc(OC)nc(Nc2nc(C(N)Cc3ccc(F)cc3)cs2)n1 (configuration not stated)	37	-23
COc1cc(C(=O)NCC(=O)N2CCN(S(=O)(=O)c3cc(C)ccc3C)CC2)cc(OC)c1OC	5	-8
CCC(C)NCCCOc1ccc(Cl)cc1C(C)(C)C (configuration not stated)	-8	18
O=C1NCCCc2nc(Oc3ccccc3)sc21	-7	-3
Cn1nccc1C(=O)N1CCN(c2cccc(Cl)c2)CC1	14	-5
O=S(=O)(/N=C(\c1ccc(F)cc1)N1CCOCC1)c1ccccc1	-5	0
CCCCCC(=O)Nc1nc(C)c(-c2csc(Nc3ccccc3OC)n2)s1	14	-4
COc1cc(Cl)c(C)cc1NC(=O)c1ccccc1NC(=O)CN1CCN(c2ccccn2)CC1	26	-14
Nc1nc(SCc2ccccc2)c2ncn(CCO)c2n1	14	-6
CCOC(=O)c1c(C)[nH]c(C(=O)N2CCC(C(=O)OCC)CC2)c1C	-3	5
CN(C(=O)c1ccc(S(=O)(=O)N2CCCC2)cc1)C1CCCCC1	-2	14
Clc1ccc(-n2nnc(-c3cccnc3Cl)n2)cc1Cl	23	1
CCN1CCN(CCCN(Cc2ccco2)C(=S)Nc2ccc(C)c(Cl)c2)CC1	3	5
COc1cc(CN2C[C@@H](CO)O[C@@H](n3cnc4c(N(C)C(C)C)ncnc43)C2)cc(OC)c1OC	21	-15
CCN(CC)S(=O)(=O)c1ccc(N2CC(C(=O)N3Cc4ccccc4CC3C(N)=O)CC2=O)cc1 (configuration not stated)	-10	2
CCOc1ccc2oc(C(=O)NNC(=O)c3ccccc3O)c(C)c2c1	1	-14
Cc1nc(SCC(=O)Nc2nccs2)c(C#N)c(C)c1C	8	15
CCN(CC)C(=O)C1=C(C)N(CCCN2CCCC2=O)C(=O)C(CC(=O)NCCN2CCOCC2)C1 (configuration not stated)	-2	10
Cc1c(C(=O)Nc2cccc(Oc3ccccc3)c2)sc(=O)n1Cc1ccc(F)cc1	4	0

Continued:
SMILES	TAG inh	TAG inh DAPI viability
CC(=O)OC1(C(C)=O)CCC2C3CC(C(F)(F)F)C4=CC(=O)CCC4(C)C3CCC21C (configuration not stated)	19	-9
Cc1ccccc1-n1c(=S)[nH]c2nc3c(cc2c1=O)CCCC3	10	-8
CCNC(=S)N/N=C(\C)c1ccc2c(c1)OCCO2	-13	-1
CN1C[C@@H]2C(c3ccc(C(F)(F)F)cc3)C3(c4ccccc4)CC2(C3)[C@H]1c1ccccc1 (some centres not stated)	-8	12
CCc1ccc(OCC(=O)NC2CC(C)(C)NC(C)(C)C2)cc1	3	8
CN(Cc1cccs1)C(=O)CSc1nc(N)cc(N)n1	9	-14
Cc1cccc(C(=O)O/N=C(/c2ccccc2)c2ccncc2)c1	-13	6
Cc1cc(NS(=O)(=O)c2ccc(NC(=O)CSc3nc4ncc(Br)cc4[nH]3)cc2)nc(C)n1	-1	-2
COc1ccc(CCNC(=O)CC(=O)N/N=C/c2ccc(C(=O)O)cc2)cc1OC	2	-10
CC(=O)Nc1cccc(NC(=O)c2ccc(S(=O)(=O)NCc3ccco3)cc2)c1	-14	17
COC(=O)c1c(-c2ccsc2)sc2ccc(-c3cc(OC)c(OC)c(OC)c3)cc12	5	7
O=C(N/N=C/c1ccccc1C(=O)O)c1cccc(S(=O)(=O)Nc2cc(Cl)ccc2Cl)c1	5	-1
CC1CCC2(CC1)SCC(=O)N2c1ccccc1 (configuration not stated)	-12	4
O=C(c1ccccc1)N1CCN(c2ccc(NCc3ccc4c(c3)OCO4)cc2)CC1	-9	7
O=c1oc2ccccc2n1Cn1c(=O)oc2ccccc21	0	-4

These rows are one share of the data; rates above refer to the full screens.
